# Screening results from PubChem.
# MT1-MMP txn act – MT1-MMP promoter transcription activation | HT1080 MT1-MMP promoter luciferase reporter, luminescence, overnight; hits give high values | activation factor at 10 µM | actives 0.16% (n = 86,000) | AID 750;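 active = activation factor of at least 2 for MT1-MMP transcription at 10 µM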
# Smad3 FoxH1 inh – Smad3 (human) transcription factor binding inhibition; TR-FRET Smad3/Dy647-FoxH1 peptide binding, europium anti-His; actives 0.29% (n = 88,000); inhibition, % at 25 µM; AID 630;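 active = compounds that reduce the energy-transfer binding signal between the protein and its labelled peptide by more than half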;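 note: 0% = Smad3 plus labelled peptide maximal FRET and 100% = peptide-only background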
# Target sequence (P84022 whole entry, looked up): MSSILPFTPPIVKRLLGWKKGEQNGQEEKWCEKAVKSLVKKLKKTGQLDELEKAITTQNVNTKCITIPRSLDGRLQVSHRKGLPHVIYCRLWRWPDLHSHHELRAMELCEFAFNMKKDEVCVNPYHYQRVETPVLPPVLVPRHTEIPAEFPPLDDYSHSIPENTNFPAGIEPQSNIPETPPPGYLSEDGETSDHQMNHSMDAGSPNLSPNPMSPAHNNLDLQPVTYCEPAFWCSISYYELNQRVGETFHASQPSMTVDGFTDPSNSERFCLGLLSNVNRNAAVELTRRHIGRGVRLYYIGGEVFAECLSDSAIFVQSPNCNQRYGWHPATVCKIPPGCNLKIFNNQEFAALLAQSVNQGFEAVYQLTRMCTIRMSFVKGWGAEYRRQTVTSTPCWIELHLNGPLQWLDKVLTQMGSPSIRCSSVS
# HUVEC prolif 384 – human endothelial cell proliferation inhibition. HUVEC proliferation, CellTiter-Glo luminescence, 72 h; hits give low values. viability, % at 10 µM (by protocol). actives 1.1% (n = 86,000). AID 648;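 active = viability at or below 30%; inactive = viability above 30%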;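 note: 100% = median luminescence of DMSO-only cell control wells on each plate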
# ERb SRC1 inh – blocks coactivator binding to human estrogen receptor beta; inhibition, % at 25.6 µM; actives 1.3% (n = 86,000); AID 633; TR-FRET ER-beta LBD / SRC1-Cy5 peptide binding; receptor agonist-loaded with 1 µM estradiol;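 active = compounds whose percent inhibition of the receptor-coactivator binding signal exceeds about 50% in the single-dose screen, limit read from the data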;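 note: 0% = receptor plus peptide wells without compound and 100% = peptide-only wells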
# Target sequence (Q92731 whole entry, looked up, the tested form may be a part): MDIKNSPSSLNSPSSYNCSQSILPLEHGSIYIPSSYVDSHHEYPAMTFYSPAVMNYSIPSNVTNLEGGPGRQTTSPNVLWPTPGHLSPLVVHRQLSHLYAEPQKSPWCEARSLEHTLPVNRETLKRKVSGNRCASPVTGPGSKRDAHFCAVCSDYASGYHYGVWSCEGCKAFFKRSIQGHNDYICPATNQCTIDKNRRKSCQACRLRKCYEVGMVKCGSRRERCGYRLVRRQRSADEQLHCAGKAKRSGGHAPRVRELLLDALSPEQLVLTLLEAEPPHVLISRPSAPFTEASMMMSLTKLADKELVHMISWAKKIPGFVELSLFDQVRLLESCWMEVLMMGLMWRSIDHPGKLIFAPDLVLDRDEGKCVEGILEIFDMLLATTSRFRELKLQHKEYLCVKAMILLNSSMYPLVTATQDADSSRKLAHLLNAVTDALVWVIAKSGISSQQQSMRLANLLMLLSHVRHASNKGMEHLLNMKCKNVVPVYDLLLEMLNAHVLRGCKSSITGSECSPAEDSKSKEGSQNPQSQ
# H69AR inhibit – blocks growth of human H69AR lung tumor cells; H69AR lung tumor viability, ATP luminescence, 72 h; hits give low values; viability, % at 10 µM; actives 6% (n = 85,000);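 active = viability at or below 40%; inactive = viability above 40%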;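 note: multidrug resistant small cell line overexpressing MRP-1 efflux transporter; 100% = mean luminescence of untreated control wells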
# Fibroblast inh – blocks proliferation of human lung fibroblasts. actives 1.1% (n = 85,000). viability, % at 10 µM. LL 47 human lung fibroblast viability, ATP luminescence; hits give low values;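 active = viability at or below 50% in the single dose screen; inactive = viability above 50%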;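 note: compound exposure lasted 72 h before the ATP readout; 100% = median luminescence of untreated cell-only wells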
#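 Assay system: human lung fibroblast line LL 47, low passage. Input: 1,150 fibroblasts seeded per well. Times: overnight cell rest, 72 h compound treatment at 37 °C. Evaluation: % viability of median cell-only signal. Technique: luminescent ATP detection, CellTiter-Glo. Control set: cell-only wells, no compound.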
# ERa SRC1 pot – ER-alpha (human) coactivator binding potentiation; P03372; TR-FRET ERalpha-LBD/SRC-Cy5 coactivator binding, 2 h; 100 = basal binding, no effect; coactivator binding (% of control), % at 25.6 µM; actives 1.3% (n = 86,000); in the data active = activity above about 200%;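 note: binding measured in presence of low estradiol as agonist stimulus; 0% = peptide alone without receptor and 100% = receptor with peptide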
# ERa SRC1 inh – ER-alpha (human) coactivator binding inhibition; P03372; inhibition, % at 25.6 µM; TR-FRET ER-alpha LBD / SRC-1 peptide, estradiol-bound; actives 1.7% (n = 86,000); in the data active = inhibition above about 50%;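 note: 0% = receptor plus peptide control and 100% = peptide only without receptor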
# Mac1 fbg enh – enhancers of human CD11b/CD18 binding to fibrinogen; activation, % at 10 µM; actives 0.07% (n = 93,000); K562 CD11b/CD18 adhesion to fibrinogen, ATPlite luminescence; AID 1499; P05107+P11215;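 active = 10 µM primary screen giving 50% or more activity, confirmed by 40% or more on retest at that dose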; note: strong numbers were not always called active
# An asterisk follows results filed as active; . = not tested or not shown; [ ] = remark or other dose. This is a subset, so the mix of outcomes need not match the whole.
SMILES,MT1-MMP txn act,Smad3 FoxH1 inh,HUVEC prolif 384,ERb SRC1 inh,H69AR inhibit,Fibroblast inh,ERa SRC1 pot,ERa SRC1 inh,Mac1 fbg enh
N#CC1=C(N)Oc2c(oc(CO)cc2=O)C1c1ccsc1 (centres undefined),1,8,100,3,88,105,102,6,3
O=C(CCC(=O)N1CCN(S(=O)(=O)c2ccc(Cl)cc2)CC1)NC1CCCc2ccccc21 (centres undefined),0.9,24[fluorescence artefact?],97,-11,86,95,90,11,.
Cc1ccc(-n2c(C)cc(C(=O)OCC(=O)N(C)C3CCS(=O)(=O)C3)c2C)cc1 (centres undefined),1.1,3,87,1,.,96,98,-2,-4
Cc1ccc(S(=O)(=O)N2CCOCC(=O)NCCOCCNC(=O)COCC2)cc1,1,-4,107,-7,95,100,124,-12,-4
O=C(COc1ccc(S(=O)(=O)N2CCc3ccccc32)cc1Cl)NCc1ccccn1,1.1,2,89,-3,60,87,101,6,-2
O=C(NCCN1C(=O)C2C3C=CC(C3)C2C1=O)Nc1ccccc1O (centres undefined),1.2,10,101,-11[fluorescence artefact?],98,104,113,-3,-5
CCOc1c(C)cc2[nH]c(CCC(=O)O)nc2c1C,1.1,15[fluorescence artefact?],85,4,91,104,103,-4,.
C=CCn1nnc2sc3c(c2c1=O)CCC(C)C3 (centres undefined),.,9,94,19,96,97,151[fluorescence artefact?],30,0
O=C(Oc1ccc(Cl)c2cccnc12)N1CCCCC1,1.5,-4,99,1,98,.,109,-3,0
CC(C)C(c1nnnn1Cc1ccc(F)cc1)N1CCN(Cc2ccc3c(c2)OCO3)CC1 (centres undefined),1.2,3,84,13,70,93,111,6,5
Clc1ccc(-c2nnnn2-c2ccc(Cl)c(Cl)c2)cc1Cl,1.2,5,89,3[fluorescence artefact?],74,95,110,-1,3
O=C(NCc1ccco1)c1ccccc1NC(=O)C1CC(=O)N(c2ccc(Cl)cc2)C1 (centres undefined),1.1,10,102,-4,88,92,123,-3,8
Cc1nc(NCc2ccco2)c2c(C)c(C)sc2n1,1,10,3.5*,-4,34*,27*,111,2,-6
O=C(OCCO)c1cc(Cl)c(C(=O)OCCO)cc1Cl,1.2,-10,97,-8,101,97,109,-13,1
CC(=O)N1CCN(c2ccc(NCc3ccc(C)s3)cc2)CC1,1.2,2,93,15,98,95,91,3,1
CN1CCN(S(=O)(=O)c2ccc(NC(=O)C3CCCO3)cc2)CC1 (centres undefined),1.1,9,110,9,108,103,108,5,2
COc1ccc(-n2nnc3c(=O)n(C/C=C/c4ccccc4)cnc32)cc1,1.1,-4,83,4,93,105,98,1,.
COc1ccc(CNC(=O)C(OC(C)=O)c2ccccn2)cc1 (centres undefined),1.1,2,88,-7,.,100,125,-6,1
CC(C)=CC(=O)N1CCCc2ccccc21,1.1,-1,108,-9,96,111,115,3,10
Cc1nnc(C)c2c(C)n(Cc3ccc4c(c3)OCO4)c(C)c12,0.9,-1,92,6,75,95,92[fluorescence artefact?],2,.
O=C(CCN1CCCCC1)Nc1ccc(Br)cc1,1.2,7,91,-4,90,99,120,-8,.
Cc1nn(-c2ccccc2)cc1/C=N/O,1.1,-11,109,-8,103,115,96[fluorescence artefact?],-13,0
COc1cc(-c2nnc(CSc3nnc4nc(C)cc(C)n34)o2)cc(OC)c1OC,1.1,12,100,9,87,98,93,0,-3
COC(=O)C(C)Sc1nc2c(c(=O)[nH]c(=O)n2C)n1CCCc1ccccc1 (centres undefined),1.2,-10,95,43,82,93,94,26,-5
COc1ccc(Nc2cc(C)nc(N3CCOCC3)n2)cc1,1.5,0,99,-22,103,100,100,-15,1
CCOC(=O)c1cc(-c2ccccc2)n(CCC(=O)O)c1C,.,5,90,-4,80,104,113,5,3
COc1ccc(C(=O)N2CCN(c3nnnn3-c3ccccc3)CC2)cc1OC,1.1,-7,95,-5,95,100,112[fluorescence artefact?],-1,0
O=c1cc(CO)oc(CN2CCN(Cc3ccccc3)CC2)c1O,.,5,93,-3[fluorescence artefact?],100,104,128,-13,-7
COc1cc(S(=O)(=O)NCc2ccccn2)c(OC)cc1Cl,1,8,86,-4,104,88,105[fluorescence artefact?],0,.
O=C(COC(=O)c1cc(=O)[nH]c2ccccc12)NC(=O)NC1CCCCC1,1.1,40[fluorescence artefact?],91,11,93,90,92,10[fluorescence artefact?],-6
CCOC(=O)Cc1csc(NC(=O)c2ccc(S(=O)(=O)N3CCCC3)cc2)n1,1.1,3,87,-4[fluorescence artefact?],99,99,127[fluorescence artefact?],2,-4
Cc1nc2ccc(S(=O)(=O)N(C)CC(=O)N3CCc4ccccc4C3)cc2s1,1.2,13,101,-3[fluorescence artefact?],78,98,116,4,-1
CCCCCCOC(=O)c1ccc(OC(=O)c2cccnc2)cc1,1.6,2,100,-25,102,99,78,4,0
CC(=O)c1cc(C#N)c(SCC(=O)C(C)(C)C)nc1C,1.9,0,80,-21[fluorescence artefact?],45,95,97,-4,-4
Cc1ccc(C(=O)Nc2nncs2)cc1S(=O)(=O)N1CCOCC1,0.8,-2,88,-5,96,102,84,-9,4
Cc1ccc2c(CSc3nnc(C4CC4)n3N)cc(=O)oc2c1C,1.2,4,93,10[fluorescence artefact?],90,95,100,9,1
COC(=O)c1[nH]c(C)c(/C(O)=C2\C(=O)C(=O)N(CCN3CCOCC3)C2c2cccnc2)c1C (centres undefined),1.1,15,95,-16,89,107,99,-19,3
COc1ccc(-c2nn(-c3ccccc3)cc2/C=N/N2C(=O)CSC2=S)cc1,1.5,-5,4.0*,-1,60,59,313*[fluorescence artefact?],-21[fluorescence artefact?],10
CC1=CC(C)(C)NC(=S)N1c1cccc2ccccc12,1.2,0[fluorescence artefact?],96,-7,84,92,110,-8,.
COCC(=O)Nc1ccc(C(N)=O)cc1,1.2,-9,100,3,87,100,115,-8,-3
CC(=O)c1c(C)nc(-c2ccc3c(c2)OCO3)n1O,1,10,81,1,84,105,667*[fluorescence artefact?],-5,2
COCCN1CCN(c2c3c(nc4cc(-c5cccc(F)c5)nn24)CCC3)CC1,1.1,3,66,-9,69,65,111,-8,.
O=C1CCCC2=C1C(c1cccc(Br)c1)n1nc(-c3ccco3)nc1N2 (centres undefined),1.2,-1,104,25,99,103,64[fluorescence artefact?],10,.
NC(=O)CC(NC(=S)NCc1ccccc1)C(=O)O (centres undefined),1.1,-20,92,-8,91,104,100,4,-1
COc1ccc(Cl)cc1NC(=O)NC(C)c1ccncc1 (centres undefined),1.1,-4,87,19,52,101,103,22,3
CCS(=O)(=O)N1CCN(C(C)CCc2ccccc2)CC1 (centres undefined),.,6,104,6,84,104,112,9,.
CCCc1nc(SCc2ccccn2)c2c(=O)n(C)c(=O)n(C)c2n1,1.1,-3,79,-2,71,91,95,10,-2
CCCNS(=O)(=O)c1ccc(OCC(=O)Nc2ccccc2F)cc1,1,10,83,-5[fluorescence artefact?],85,98,104,-7,.
CCOc1ccccc1Oc1coc2cc(OC(=O)c3ccco3)ccc2c1=O,1,2,90,14,.,92,96,1,4
COc1ccc(OC)c(C(=O)c2coc3ccc(O)cc23)c1,1.2,3,78,-5,24*,99,78,-10,2
COc1ccc(CN2C(=O)[C@@H]3C(c4ccccc4Cl)=NO[C@@H]3C2=O)cc1,1.2,-7,100,-5,95,96,122,-2,-1
COc1cc2c(C(=O)N3CCN(c4ccccc4)CC3)c(C)oc2cc1Br,1.3,-2,87,-3,23*,97,97,-7[fluorescence artefact?],1
CCCOC(=O)CCCC[C@H]1SC[C@@H](NC(=O)OC)[C@H]1NC(=O)OC,1.2,2,104,7,92,102,95,4[fluorescence artefact?],.

# Entries of single compounds, looked up by structure. Screens in order: MT1-MMP txn act	Smad3 FoxH1 inh	HUVEC prolif 384	ERb SRC1 inh	H69AR inhibit	Fibroblast inh	ERa SRC1 pot	ERa SRC1 inh	Mac1 fbg enh
# NC(=O)CC(NC(=S)NCc1ccccc1)C(=O)O (centres undefined) reads 1.1	-20	92	-8	91	104	100	4	-1
# COCCN1CCN(c2c3c(nc4cc(-c5cccc(F)c5)nn24)CCC3)CC1 reads 1.1	3	66	-9	69	65	111	-8	.

# Compounds from the list above with an aryl methoxy group:
SMILES,MT1-MMP txn act,Smad3 FoxH1 inh,HUVEC prolif 384,ERb SRC1 inh,H69AR inhibit,Fibroblast inh,ERa SRC1 pot,ERa SRC1 inh,Mac1 fbg enh
COc1ccc(-n2nnc3c(=O)n(C/C=C/c4ccccc4)cnc32)cc1,1.1,-4,83,4,93,105,98,1,.
COc1ccc(CNC(=O)C(OC(C)=O)c2ccccn2)cc1 (centres undefined),1.1,2,88,-7,.,100,125,-6,1
COc1cc(-c2nnc(CSc3nnc4nc(C)cc(C)n34)o2)cc(OC)c1OC,1.1,12,100,9,87,98,93,0,-3
COc1ccc(Nc2cc(C)nc(N3CCOCC3)n2)cc1,1.5,0,99,-22,103,100,100,-15,1
COc1ccc(C(=O)N2CCN(c3nnnn3-c3ccccc3)CC2)cc1OC,1.1,-7,95,-5,95,100,112[fluorescence artefact?],-1,0
COc1cc(S(=O)(=O)NCc2ccccn2)c(OC)cc1Cl,1,8,86,-4,104,88,105[fluorescence artefact?],0,.
COc1ccc(-c2nn(-c3ccccc3)cc2/C=N/N2C(=O)CSC2=S)cc1,1.5,-5,4.0*,-1,60,59,313*[fluorescence artefact?],-21[fluorescence artefact?],10
COc1ccc(Cl)cc1NC(=O)NC(C)c1ccncc1 (centres undefined),1.1,-4,87,19,52,101,103,22,3
COc1ccc(OC)c(C(=O)c2coc3ccc(O)cc23)c1,1.2,3,78,-5,24*,99,78,-10,2
COc1ccc(CN2C(=O)[C@@H]3C(c4ccccc4Cl)=NO[C@@H]3C2=O)cc1,1.2,-7,100,-5,95,96,122,-2,-1
COc1cc2c(C(=O)N3CCN(c4ccccc4)CC3)c(C)oc2cc1Br,1.3,-2,87,-3,23*,97,97,-7[fluorescence artefact?],1
